# Epigenetic derep: regulators of epigenetic silencing causing reporter derepression in mouse cells; hit rate 0.2% among 280,000; Potency, µM (titrated, usually from 53.9 µM), without a hit: at the top dose GFP activation, actives largely listed as activators; murine LDR cells, GFP reporter derepression, 30 h; AID 1865; further: potency means the concentration at half of the fitted maximal effect; % of control where 0% means no effect; nearly all actives have a fitted effect of over 60% in size
#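 GFP-positive cell count by laser-scanning cytometry (objects 20–120 um) after 30 h, 37 C compound exposure of murine LDR cells; reporter is CMV-GFP integrated at a silenced locus, inducible by HDAC or DNMT inhibitors.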
# NPSR antag: blocks cAMP signaling of the human neuropeptide S receptor; Q6W5P4; CHO-NPSR cells, cAMP TR-FRET, antagonist mode; Potency, µM (doses to about 38.3 µM), inactives show at the top dose activity change, negative = inhibition, most hits filed as inhibitors; hit rate 1% among 220,000; further: potency means the concentration at half of the fitted maximal effect; on the % scale 0 is the no-effect control and ±100 the full control effect; nearly all actives have a fitted effect of over 50% in size; many of its hits are not listed in these tables
# IMPase Li inh: membrane-permeable IMPase blocker, potentiated with lithium; CHO-M1 cells, IP1 TR-FRET (IP-One), carbachol + lithium; Potency, µM (titrated, usually from 59.4 µM), without a hit: at the highest dose activity, negative = IMPase inhibition, most hits filed as inhibitors; hit rate 0.35% among 210,000; AID 1457;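 further: IP1 builds up when IMPase is blocked and the TR-FRET signal falls; potency means the concentration at half of the fitted maximal effect; plate controls were basal vehicle for no effect and high inhibitor control for full effect; nearly all actives have a fitted effect of over 50% in size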
#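 CHO cells stably expressing M1 receptor (2000/well, cultured 16–30 h) treated 30 min at 37C with compound plus low lithium. Cytosolic IP1 by TR-FRET (665/620 ratio and 620 channel) after 10 min lysis; AC50 by Hill fit.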
# Luc counter: Kinase-Glo luciferase inhibition (counter-screen) | Q27757 | Kinase-Glo luciferase, ATP luminescence, 8 min | Potency, µM (highest dose often 38.3 µM), without a hit: at the highest dose activity change, negative = inhibition, actives largely listed as inhibitors | hit rate 0.28% among 200,000 | AID 1379; further: potency means the concentration at half of the fitted maximal effect; on the % scale 0 is the no-effect control and ±100 the full control effect; nearly all actives have a fitted effect of over 60% in size
#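 Luminescence was the read-out, taken after 8-minute incubation at ambient temperature. Luciferase turned over luciferin with 10 uM ATP in imidazole pH 7.2 buffer containing KCl, MgCl2, Tween 20 and BSA.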
# L3MBTL1 block: blocks human L3MBTL1. Potency, µM (highest dose often 57.1 µM), inactives show at the highest dose activity, negative = inhibition, most hits filed as inhibitors. AID 485360. AlphaScreen L3MBTL1–H3K9me1 peptide binding. hit rate 0.66% among 230,000. Q9Y468; further: potency means the concentration at half of the fitted maximal effect; on the % scale 0 is the no-effect control and ±100 the full control effect; nearly all actives have a fitted effect of over 60% in size
# Target sequence (Q9Y468 whole entry, looked up): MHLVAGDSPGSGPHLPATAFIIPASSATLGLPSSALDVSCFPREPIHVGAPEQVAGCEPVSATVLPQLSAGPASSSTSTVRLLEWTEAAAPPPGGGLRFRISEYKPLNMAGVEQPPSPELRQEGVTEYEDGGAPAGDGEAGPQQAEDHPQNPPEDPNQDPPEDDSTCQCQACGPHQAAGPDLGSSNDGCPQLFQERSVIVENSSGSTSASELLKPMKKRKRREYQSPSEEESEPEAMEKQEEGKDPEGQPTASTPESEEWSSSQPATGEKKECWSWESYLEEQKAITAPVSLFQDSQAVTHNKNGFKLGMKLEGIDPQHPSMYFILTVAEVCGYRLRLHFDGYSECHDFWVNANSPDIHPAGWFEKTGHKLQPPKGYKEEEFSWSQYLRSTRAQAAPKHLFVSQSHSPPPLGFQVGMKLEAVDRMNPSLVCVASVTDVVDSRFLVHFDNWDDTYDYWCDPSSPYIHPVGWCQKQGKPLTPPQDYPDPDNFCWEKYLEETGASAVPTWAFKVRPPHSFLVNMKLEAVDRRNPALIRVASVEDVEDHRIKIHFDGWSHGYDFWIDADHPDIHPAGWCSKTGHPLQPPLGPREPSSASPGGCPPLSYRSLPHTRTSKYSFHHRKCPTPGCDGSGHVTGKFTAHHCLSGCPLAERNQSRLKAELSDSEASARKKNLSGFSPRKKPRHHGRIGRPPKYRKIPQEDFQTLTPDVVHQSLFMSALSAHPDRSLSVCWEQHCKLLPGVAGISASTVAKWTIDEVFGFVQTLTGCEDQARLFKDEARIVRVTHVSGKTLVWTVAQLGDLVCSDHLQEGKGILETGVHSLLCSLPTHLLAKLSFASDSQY
#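 AlphaScreen assay: L3MBTL1 (50 nM final) was preincubated 30 min at room temperature with biotinylated H3(1-15)K9me1 peptide (75 nM final), then 30 min with library compounds; streptavidin donor and nickel chelate acceptor beads (10 ug/mL final) added, 30 min dark.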
# HTT aggregate: mutant huntingtin aggregation inhibition; PC12 HttQ103-GFP aggregates, Acumen cytometry, 40 h; hit rate 1.1% among 220,000; Potency, µM (top dose mostly 46.1 µM), for the others: top-dose activity change, negative = inhibition, actives largely listed as inhibitors; further: potency means the concentration at half of the fitted maximal effect; on the % scale 0 is the no-effect control and ±100 the full control effect; nearly all actives have a fitted effect of over 60% in size
#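 Inducible Q103 Huntingtin exon 1–GFP PC12 line, 1500 cells/well in phenol red free DMEM with 5% equine and 5% calf serum. Tebufenozide 100 nM induced expression; compounds titrated; aggregates quantified by cytometry.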
# CBFb RUNX1 block: blocks binding between human CBF-beta and RUNX1 | AID 1477 | 230,000 tested, under 10 active | Potency, µM (series often up to 59.8 µM), inactives show at the top dose activity, negative = inhibition, most hits filed as inhibitors | AlphaScreen CBFb-His/RUNX1-biotin binding, biochemical | Q01196+Q13951; further: % of control where 0% means no effect
#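 Bead-based AlphaScreen assay; binding partners His-tagged CBF-beta and biotinylated RUNX1 at 30 nM each. Compound exposure 15 min after a 20-min protein preincubation; bead step 90 min; all steps at room temperature.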
# Active calls of the source: *; ? = inconclusive; · = not tested or not shown; [ ] = dose if it differs, or a comment. The call rests on the fitted dose curve; in most records, active means well fitted curve in the direction sought with a large enough effect; inconclusive means small, poorly fitted or top-dose-only effect, or another doubt; inactive means no such curve, though single readings can be large; an effect the other way counts as inactive or inconclusive. Some of the compounds tested; count on the stated rates, not on these rows.
# Start of the data: the first three records, ahead of the listing:
SMILES,Epigenetic derep,NPSR antag,IMPase Li inh,Luc counter,L3MBTL1 block,HTT aggregate,CBFb RUNX1 block
O=C(COC(=O)c1ccc(Cl)nc1)NCc1ccco1,-1.1%,-12.2%,24.4%,-0.6%,6.8%,17.1%[9.22 µM],2.1%
Cc1cc(O)c(Oc2cc(C)cc(O)c2O)c(O)c1,?,-35.5%,5.8%,·,-1.7%,0.6%[9.22 µM],-7.2%
Cc1cc2cc(CNC(=O)CC(C)C)ccc2n1C,1.1%,-6.5%[46.1 µM],-12.2%[38.3 µM],-2.7%,-3.1%,-11.5%,-9.0%

# The list itself, repeating the preview:
SMILES,Epigenetic derep,NPSR antag,IMPase Li inh,Luc counter,L3MBTL1 block,HTT aggregate,CBFb RUNX1 block
O=C(COC(=O)c1ccc(Cl)nc1)NCc1ccco1,-1.1%,-12.2%,24.4%,-0.6%,6.8%,17.1%[9.22 µM],2.1%
Cc1cc(O)c(Oc2cc(C)cc(O)c2O)c(O)c1,?,-35.5%,5.8%,·,-1.7%,0.6%[9.22 µM],-7.2%
Cc1cc2cc(CNC(=O)CC(C)C)ccc2n1C,1.1%,-6.5%[46.1 µM],-12.2%[38.3 µM],-2.7%,-3.1%,-11.5%,-9.0%
COc1cc(NC(=O)COC(=O)c2ccc(C)c(S(=O)(=O)N3CCCCC3)c2)c(C)cc1[N+](=O)[O-],-0.1%,-10.1%,8.2%,1.6%,-16.2%,15.7%,-24.9%
Cc1cc(NC(=O)COC(=O)c2c(C)noc2C)ccc1Br,-0.5%,-5.5%,5.0%,-1.6%,·,7.8%,17.6%
CCOC(=O)c1[nH]c(C)c(C(=O)N2CCN(c3ccc(OC)cc3)CC2)c1C,?,-1.5%,-0.4%,4.0%,·,7.3%,-1.0%
CC(C)NC(=O)COC(=O)/C=C/c1ccco1,0.4%,6.1%,-15.2%,-1.3%,-23.8%,18.4%,2.4%
O=C(NC(=O)c1ccc(Cl)c(Cl)c1)OC1CCS(=O)(=O)C1 (stereo unspecified),0.0%,0.4%[46.1 µM],14.9%[38.3 µM],-4.6%,-1.1%,-4.6%,5.6%
COC(=O)C1=C(C)N=C2SCCC(=O)N2C1/C=C/c1ccccc1 (stereo unspecified),2.1%,-19.1%[46.1 µM],17.2%[38.3 µM],-3.3%,-7.7%,10.0%,-8.7%
Cc1ccc(NC(=S)NC(=O)c2ccc(-c3ccc(Cl)cc3)o2)c(O)c1,3.1%,-18.7%,18.9%,2.5%,-13.3%,-6.6%,-3.4%
CN(CC(=O)Nc1ccccc1Sc1ccccc1)Cc1nc2ccccc2c(=O)[nH]1,-1.3%,-33.2%,17.3%,1.2%,-12.1%,10.9%,-2.2%
CCCc1nnc(NC(=O)CCCC(=O)O)s1,2.4%,-2.9%[46.1 µM],-2.8%,-0.6%,11.0%,-6.2%,10.2%
O=C(/C=C/c1ccccc1)Nc1ccc(Cl)cn1,-0.1%,-0.7%,-0.6%,1.4%,8.0%,-6.7%,5.4%
CC(OC(=O)C1=COCCO1)C(=O)Nc1cc(S(=O)(=O)N2CCCCC2)ccc1Cl (stereo unspecified),-1.1%,-3.9%,-14.8%,-0.4%,-19.9%,-6.6%,-12.8%
Cc1cccc(C2c3[nH]c4ccccc4c3CCN2C(=O)Cc2nc(-c3ccccc3)n[nH]2)n1 (stereo unspecified),-1.7%,40.1%,2.8%,2.9%,-5.7%,-6.3%,3.8%
Cc1ccc(-c2nn(CCC(=O)O)cc2/C=C\C(=O)c2ccc(Br)cc2)cc1,-1.3%,-48.2%,25.3%,-1.5%,-26.3%,8.1%[9.22 µM],-2.9%
COc1cccc(CNC(=O)c2ccccc2N)c1,2.0%,3.6%[46.1 µM],-13.7%[38.3 µM],3.4%,·,-3.2%,2.3%
CC1CCN(c2ccccc2NC(=O)c2ccc(F)cc2)CC1,-4.1%,-17.7%[46.1 µM],80.8%[activator][38.3 µM],-1.0%,·,-57.6%,-6.0%
CCSc1nnc(NC(=O)[C@@H](NC(=O)c2ccccc2)C(C)C)s1,-0.9%,-2.0%,1.6%,-2.9%,0.7%,-7.5%,0.8%
CC(C)CNc1nc(Oc2ccc(=O)[nH]n2)nc(N2CCOCC2)n1,5.8%,-6.3%,0.9%,-0.1%,41.8%[activator],-0.1%,5.0%
CCOC(=O)N1CCN(C(=O)Cn2ncn3nc(-c4cccs4)cc3c2=O)CC1,-6.3%,-10.0%[46.1 µM],0.4%[38.3 µM],-4.9%,-0.1%,1.5%,-1.4%
COc1cccc(Nc2nc3ccccc3nc2NS(=O)(=O)c2cccs2)c1,1.1%,-22.5%[46.1 µM],6.8%[38.3 µM],-1.3%,4.7%,14.1µM*,1.4%
Cc1cccc(/C=N\Nc2cn[nH]c(=O)c2Cl)c1,1.1%,2.6%[46.1 µM],4.5%[38.3 µM],-5.8%,1.4%,27.8%,2.8%
CCOC(=O)N1CCC(NC(=O)C2CCN(S(=O)(=O)N3CCC(C)CC3)CC2)CC1,-1.0%,0.6%[46.1 µM],-15.5%[38.3 µM],10.5%,3.0%,2.7%,7.0%
O=C(CN1C(=O)NC2(CCCc3ccccc32)C1=O)N1CCc2ccccc2C1 (stereo unspecified),-2.0%,-3.4%[46.1 µM],22.7%[38.3 µM],-2.2%,·,6.7%,4.6%
CCC(C)[C@H](N)c1cn([C@@H](Cc2ccc(O)cc2)C(=O)N2CCNCC2)nn1 (stereo partly specified),-1.1%,-25.3%,-1.7%,·,7.4%,-11.0%[9.22 µM],1.8%
COC(=O)c1cc(Cl)c(N)cc1OC,-6.2%,-13.2%[7.67 µM],-3.1%[38.3 µM],-2.5%,-2.1%,4.3%,6.7%
Cc1ccnc(NC(=O)CSc2nnc3c(n2)[nH]c2ccccc23)c1,2.9%,-8.2%,-5.5%,-6.9%,-8.4%,13.1%[9.22 µM],1.7%
CC(C)C(C(=O)Nc1ccc(S(N)(=O)=O)cc1)N1C(=O)c2ccccc2C1=O (stereo unspecified),0.0%,3.0%,6.0%,1.4%,2.2%,4.8%,14.6%
COc1ccc(C(=O)NC(=S)Nc2ccc(N3CCN(C(C)=O)CC3)cc2)cc1[N+](=O)[O-],2.1%,-4.3%,·,·,·,20.8%[9.22 µM],-21.0%
CCN=C1SC(C(=O)Nc2ccc(Cl)c(Cl)c2)CC(=O)N1CC (stereo unspecified),1.5%,-5.7%[46.1 µM],6.2%[38.3 µM],-2.1%,5.0%,0.2%,10.3%
O=C(Nc1nccs1)C1CCN(S(=O)(=O)c2ccc(Cl)c(C(F)(F)F)c2)CC1,-4.9%,-10.8%[46.1 µM],-6.9%[38.3 µM],10.9%,·,13.2%[9.22 µM],0.3%
CCC(=O)Nc1cccc(C(=O)OC)c1,0.9%,-13.4%,·,·,-1.7%,-6.0%[9.22 µM],5.6%
CN1CCN(CCC(=O)Nc2ccc(F)c(F)c2)CC1,-1.8%,-5.0%[46.1 µM],-16.7%[38.3 µM],0.6%,·,5.3%[9.22 µM],2.5%
COC(=O)C1C(C(=O)OC)C1(c1ccccc1)c1ccccc1 (stereo unspecified),0.1%,7.1%,·,·,2.9%,14.5%[9.22 µM],7.8%
O=C(O)CCC(=O)N1N=C(c2ccco2)CC1c1cccs1 (stereo unspecified),0.0%,14.6%,-1.2%,10.5%,2.0%,6.3%,1.6%
c1ccc2c(CNn3cnnc3)cccc2c1,6.8%,-11.4%[46.1 µM],1.4%,4.8%,2.2%,-12.2%,6.0%
CCC(C)n1c(-c2cccc(S(=O)(=O)N(CC)CC)c2)n[nH]c1=S (stereo unspecified),-0.2%,-24.1%,3.0%,·,·,2.0%,-2.1%
c1ccc(Nc2nc(-c3cccnc3)cs2)nc1,0.0%,-9.4%[46.1 µM],-12.4%[38.3 µM],-22.1%,-4.4%,-23.4%,-7.8%
Cc1nc2ccccc2c2c(N)c3ccccc3n12,1.1%,-21.7%,21.1%,-1.1%,·,-23.3%,-10.3%
CN1C(=S)SC2CS(=O)(=O)CC21C (stereo unspecified),-2.3%,-30.2%,·,·,0.8%,16.1%[9.22 µM],4.6%
Cc1ccc2c(c1)N(CCC(=O)NCc1cccnc1)C(=O)CO2,2.0%,0.5%[46.1 µM],-12.5%[38.3 µM],-6.1%,0.6%,6.6%,1.5%
CN(C)c1oc(-c2ccccc2Cl)nc1S(=O)(=O)c1ccccc1,-1.3%,6.6%[46.1 µM],-4.3%[38.3 µM],-1.4%,·,-15.0%,-14.1%
Cc1ccc(F)c([C@H]2[C@@H]3C=CCC[C@@]3(C)C(=O)N2Cc2ccccc2)c1,1.9%,-30.7%,·,·,·,-10.8%[9.22 µM],9.4%
CC(C)C(OC(=O)c1cc2sccc2n1C)C(=O)NCC1CCCO1 (stereo unspecified),0.0%,-9.7%[46.1 µM],-2.3%[38.3 µM],0.4%,10.1%,-7.6%,2.7%
CN1CCN(C(=O)c2cc3c(n(-c4ccccc4)c2=O)CC(C)(C)CC3=O)CC1,-1.6%,7.0%[46.1 µM],·,·,-4.6%,-4.0%,13.0%
CCCn1c(-c2ccc(F)cc2)nc2c(NCC(C)(C)CN(C)C)nc(C)nc21,4.5%,·,-1.1%,-5.6%,·,·,6.8%
Nc1nnnn1CC(=O)OCc1cccc(Br)c1,-5.8%,-2.6%[46.1 µM],-8.2%[38.3 µM],2.1%,2.1%,20.2%,5.3%
CCOC(=O)Cn1c(-c2nonc2NC(=O)c2ccccc2F)nc2ccccc21,10.6%,-26.1%[46.1 µM],1.2%[38.3 µM],3.3%,·,-16.9%[9.22 µM],-5.9%
O=C(NCCc1ccccc1)c1cnc2sccn2c1=O,-1.0%,0.8%[46.1 µM],8.9%,0.9%,-4.4%,-11.9%,1.8%
Cc1ccc(C)n1-c1ncc(Br)cn1,1.3%,14.8%,0.8%,3.7%,-1.8%[11.4 µM],6.7%,7.2%
COc1ccc(CN2C(=O)CCC(C(=O)O)C2c2ccccc2)cc1 (stereo unspecified),-0.5%,9.3%,-1.2%,2.3%,·,-9.0%,24.6%
Nc1nc(NCC2CCCO2)nc(Nc2ccccc2)c1[N+](=O)[O-] (stereo unspecified),0.0%,2.5%,13.3%,2.1%,-8.9%,-29.5%,13.4%
